bovine MsrA act: activates bovine MsrA enzyme. purified bovine MsrA, absorbance read-out. activation, % at 10.6 µM. AID 602163. 360,000 compounds, 0.3% hits; in the data active = activation above about 7.5%;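 note: 0% = vehicle and 100% = reference activator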
MT1-MMP act inh: MT1-MMP (human) activation inhibition; P50281; HT1080 RFP-PRO-GFP cells, GFP/RFP ratio fluorescence, overnight; percent of plate control window, DMSO zero; GFP/RFP ratio change, % at 20 µM; 360,000 compounds, 0.061% hits;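 active = GFP/RFP ratio change of at least 30% with cell ATP level not reduced by more than half and red fluorescence within 50% of control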; note: strong numbers were not always called active
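Compound: 20 µM single dose, 1% DMSO / System: HT1080 RFP-PRO-GFP cells / Controls: DMSO and RFP-L50D-GFP cell wells / Read-out basis: GFP/RFP fluorescence ratio / Schedule: overnight compound exposure at 37 °C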
MsrA inh: inhibitors of bovine MsrA; 360,000 compounds, 0.75% hits; purified bovine MsrA, absorbance read-out; inhibition, % at 15.5 µM; in the data active = inhibition above about 4.5%;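 note: 0% = vehicle wells with enzyme and 100% = reference inhibitor wells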
Rin1 Abl inh: blocks binding of human Rin1 to Abl | P00519+Q13671 | TR-FRET Rin1/Abl binding, biochemical | inhibition, % at 7.35 µM | AID 588664 | 360,000 compounds, 0.4% hits; in the data active = inhibition above about 5%, passing the limit was not always enough
CendR NRP1 mod: NRP-1/CendR interaction modulation | O14786 | FAM-RPARPAR peptide binding to NRP-1, fluorescence polarization | inhibition, % at 25 µM | 360,000 compounds, 0.85% hits;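 active = inhibition or corrected inhibition above about 18%, plus a signal ratio from 0.5 to 1.5, limit read from the data, passing the limit was not always enough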; note: strong numbers were not always called active
E coli Lon inh: inhibitors of E. coli Lon protease; purified E. coli Lon protease, fluorescence polarization; 360,000 compounds, 0.42% hits; inhibition, % at 7.94 µM; P0A9M0; in the data active = inhibition above about 13%, passing the limit was not always enough;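 note: 0% = enzyme with probe and DMSO and 100% = no enzyme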
Target sequence (P0A9M0 whole entry, looked up): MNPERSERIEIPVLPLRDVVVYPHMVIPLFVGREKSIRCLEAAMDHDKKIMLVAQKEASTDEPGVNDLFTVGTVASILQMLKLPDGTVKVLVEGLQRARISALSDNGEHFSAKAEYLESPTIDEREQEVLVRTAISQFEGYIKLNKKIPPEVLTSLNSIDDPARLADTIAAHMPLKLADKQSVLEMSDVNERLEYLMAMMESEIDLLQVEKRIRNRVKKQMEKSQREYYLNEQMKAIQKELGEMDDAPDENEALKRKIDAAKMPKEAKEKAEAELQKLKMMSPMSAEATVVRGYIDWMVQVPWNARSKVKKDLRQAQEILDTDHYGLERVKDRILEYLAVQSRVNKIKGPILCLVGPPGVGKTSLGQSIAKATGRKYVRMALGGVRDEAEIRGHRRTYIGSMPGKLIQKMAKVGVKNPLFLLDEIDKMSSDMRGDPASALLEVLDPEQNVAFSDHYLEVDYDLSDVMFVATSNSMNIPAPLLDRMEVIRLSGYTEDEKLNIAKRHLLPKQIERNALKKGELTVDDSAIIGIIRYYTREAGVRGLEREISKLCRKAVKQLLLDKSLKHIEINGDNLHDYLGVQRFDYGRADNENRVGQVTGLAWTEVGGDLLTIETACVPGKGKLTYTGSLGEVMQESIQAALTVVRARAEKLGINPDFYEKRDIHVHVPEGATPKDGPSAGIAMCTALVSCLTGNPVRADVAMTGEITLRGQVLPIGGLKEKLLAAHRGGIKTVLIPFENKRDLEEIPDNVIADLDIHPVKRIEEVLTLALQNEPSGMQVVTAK
SKN-1 block: inhibitors of C. elegans SKN-1; 360,000 compounds, 0.49% hits; inhibition, % at 21.8 µM; AID 624304; C. elegans VP596 Pgst-4::GFP/RFP ratio, acrylamide-induced, 24 h;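 active = interference check ratio from 0.5 to 1.5 plus GFP to RFP signal ratio inhibition reaching or exceeding a fixed threshold, cut at about 30% in these data, passing the limit was not always enough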; note: some compounds called inactive have numbers as strong as hits
FAS-TE inh: FAS thioesterase (human) inhibition; recombinant FAS-TE, OMFH fluorogenic substrate, fluorescence endpoint; inhibition, % at 15 µM; 360,000 compounds, 0.67% hits; AID 602261;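 active = compounds whose normalised, plate-corrected inhibition of enzyme fluorescence in the single-dose primary screen is 50% or more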;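 note: 0% = DMSO with enzyme and 100% = substrate without enzyme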
Neddyl block: inhibitors of human cullin neddylation; P61081+Q13564; TR-FRET cullin neddylation, biochemical; calls only at 25 µM; 360,000 compounds, 0.58% hits; AID 651699; in the data active = inhibition above about 36%
* marks the source's active call; other numbers are inactive results; i = inactive; x = no result given; + = active, no number.

Screens in order: bovine MsrA act | MT1-MMP act inh | MsrA inh | Rin1 Abl inh | CendR NRP1 mod | E coli Lon inh | SKN-1 block | FAS-TE inh | Neddyl block
CC1CCc2c(nc3sc4c(c3c2N)CCCC4)C1 (centres undefined)
    -4 | 0 | 1.2 | 1 | 4 | 11 | 2 | 2 | i
COc1cccc(C2=NOC(C(=O)Nc3ccccc3SC)C2)c1 (centres undefined)
    -7 | -4 | 0.0 | 3 | 6 | 5 | 20 | 12 | i
CCC(C)[C@H](NC(=O)Nc1ccc(C(C)=O)cc1)C(=O)OC (some centres undefined)
    -1 | 6 | 1.1 | 1 | 1 | -6 | -8 | -5 | i
CCOC(=O)C1CCN(c2ncnc3c2cnn3-c2ccccc2)CC1
    -4 | 10 | 0.8 | 1 | -1 | 5 | 5 | 8 | i
CCOC(=O)/C=C1/SCC(=O)N1CC(=O)c1ccc[nH]1
    -1 | -3 | 0.1 | 1 | -33 | -31 | -21 | -7 | i
O=C1N[C@@H](Cc2ccccc2)COC(=O)[C@@H](Cc2ccc(F)cc2)CC/C=C/C[C@@H]1CC(=O)N(CCO)Cc1ccccc1
    -11 | x | 0.8 | -1 | 0 | 6 | 2 | 11 | i
Cc1noc(C)c1CSCC(=O)N(CCC(C)C)c1c(N)n(Cc2ccccc2)c(=O)[nH]c1=O
    -3 | -3 | -0.6 | 1 | -2 | -13 | 14 | -4 | i
Cc1ccc(NC(=O)C(C)N2CCc3ccccc3C2)cc1 (centres undefined)
    -2 | -2 | -0.6 | 1 | -1 | -7 | 5 | 3 | i
COc1ccccc1CNC(=O)COC(=O)c1ccccc1SCC(=O)N1CCCC1
    -2 | 2 | -0.7 | 0 | 6 | 2 | 21 | -8 | i
Cc1ccc(S(C)(=O)=NS(=O)(=O)c2cccc3nsnc23)cc1 (centres undefined)
    0 | 3 | -1.0 | 0 | 2 | -8 | -10 | -5 | i
CCCC1=C(C(=O)OCC)C(c2ccccc2OCC)NC(=O)N1C (centres undefined)
    0 | -2 | 0.3 | -3 | -10 | 9 | 21 | 2 | i
CC(C)OCCCN1CC(=O)N2C(c3cccc([N+](=O)[O-])c3)c3[nH]c4ccccc4c3C[C@H]2C1=O (some centres undefined)
    6 | -1 | -1.5 | 3 | -9 | 13 | 0 | 24 | i
N#Cc1c(NC(=O)C2CC(c3ccccc3Cl)=NO2)sc2c1CCC2 (centres undefined)
    -5 | 1 | 1.1 | 6 | -2 | -4 | -5 | 30 | i
COc1ccc(C)cc1NC(=O)C(C)N1CCOCC1 (centres undefined)
    -3 | -3 | -0.3 | -2 | 6 | 2 | 10 | -7 | i
CC1=C/C(=N\NC(=O)c2ccc(O)cc2)CC1
    -6 | 0 | 3.2 | 1 | 3 | 3 | -13 | -13 | i
O=C(NCc1ccco1)C(c1cccs1)N(C(=O)Cc1cccs1)c1ccccc1 (centres undefined)
    -10 | -14 | -0.1 | -1 | 4 | -1 | -17 | 6 | i
CN(C)C(=S)Nc1cccc(F)c1
    -1 | -1 | 0.6 | -5 | 2 | -7 | 12 | -7 | i
CCOC(=O)c1oc2c(CN3CCN(C)CC3)c(O)ccc2c(=O)c1-c1ccc(Br)cc1
    -5 | 5 | -0.1 | 0 | -5 | 1 | 0 | -3 | i
Cc1ccc(N2C(=O)c3ccc(C(=O)O)cc3C2=O)c(C)c1
    -3 | -3 | -0.2 | -1 | 1 | -5 | 2 | -12 | i
Cc1ccc(NC(=O)CCn2c(=S)oc3ccccc32)cc1
    -2 | 2 | 0.6 | -1 | 10 | 1 | 4 | -3 | i

Carrying on:
Screens in order: bovine MsrA act | MT1-MMP act inh | MsrA inh | Rin1 Abl inh | CendR NRP1 mod | E coli Lon inh | SKN-1 block | FAS-TE inh | Neddyl block
O=C(COC(=O)c1ccc(Oc2ccccc2)cc1)Nc1nnc(-c2ccccc2)o1
    -2 | 3 | 1.0 | 1 | -13 | 6 | 24 | 5 | i
Cc1ccc(NC(=O)C2CCCN(C(=O)Nc3ccc(F)cc3)C2)cc1 (centres undefined)
    0 | 4 | 0.9 | 1 | 1 | -12 | -3 | -2 | i
C/C(=N\NC(=O)c1ccc(Cl)c(S(=O)(=O)Nc2ccccc2Cl)c1)c1ccncc1
    -6 | 4 | -1.1 | 1 | -16 | 9 | -4 | -5 | i
Cn1c(=O)cc(Nc2ccc(Cl)cc2)[nH]c1=O
    -2 | 4 | 0.2 | -1 | 1 | 13 | 6 | -6 | i
O=C(COc1ccccc1Cl)NC(=S)Nc1ccccc1N1CCCC1
    -2 | 5 | 0.3 | 2 | -4 | 10 | 10 | 29 | i
COc1ccc(F)cc1S(=O)(=O)N1CCN(Cc2ccc3c(c2)OCO3)CC1
    1 | -5 | -0.9 | 1 | 8 | -7 | 3 | 4 | i
Cc1cccc(N2CCN(C(=O)C3CCN(S(=O)(=O)N4CCOCC4)CC3)CC2C)c1 (centres undefined)
    0 | 3 | 1.5 | 0 | 11 | 0 | -3 | 0 | i
Cc1cc2oc(=O)cc(CNc3ccccc3F)c2cc1O
    0 | -2 | -0.8 | 0 | 11 | -4 | 6 | 12 | i
Cc1cc(SCC(=O)OC/C(O)=C(\C#N)c2nc3ccccc3[nH]2)c(C)cc1Br
    -3 | -3 | -1.6 | -3 | -45 | -4 | -7 | 3 | i
COc1ccc(Cn2c(CCC(=O)N3CCN(c4ccccn4)CC3)nc3ncccc3c2=O)cc1
    5 | 1 | 0.0 | 4 | 4 | -1 | -7 | -4 | i
COc1ccc(N2C(=NC(=O)C(C)Oc3ccccc3)SC3CS(=O)(=O)CC32)cc1 (centres undefined)
    -2 | -3 | -0.4 | 0 | 28* | 5 | 8 | 2 | i
CC(=O)Nc1ccc(S(=O)(=O)Nc2ccc3[nH]c(=O)[nH]c3c2)cc1
    0 | 3 | -0.2 | -2 | -6 | 3 | -4 | -3 | i
CCOc1ccc(NC(=O)c2ccccc2CO)cc1
    -7 | 4 | 0.6 | 3 | 1 | -3 | -2 | -9 | i
Cc1ccc(S(=O)(=O)n2cnc(C)c2)cc1
    -13 | x | -0.8 | 2 | -12 | 1 | -27 | -6 | i
O=C(Nc1ccc(Cn2cccn2)cc1)c1ccc(COc2ccccc2Br)cc1
    -12 | x | -0.1 | 0 | 15 | 0 | -19 | 16 | i
O=C(COc1ccccc1[N+](=O)[O-])Nc1ccc(CN2CCOCC2)cc1
    -2 | 3 | 1.2 | 1 | 0 | 0 | 11 | 0 | i
CCOC(=O)C1CCN(C(=O)C2CCN(S(=O)(=O)c3cc(Cl)ccc3OCC)CC2)CC1
    -1 | 0 | -0.8 | 2 | 8 | -4 | -1 | 3 | i
C=CCOC(Cn1ccnc1)c1ccc(Cl)cc1Cl (centres undefined)
    -5 | 1 | -0.2 | 3 | 11 | 4 | 3 | -5 | i
On1c(-c2ccccc2)nc2ccc(Cl)cc21
    -1 | -1 | 1.0 | 3 | -10 | -4 | 11 | -43 | x
CCN(CC)c1ccc(/C=c2/sc3nnc(-c4ccccc4C)n3c2=O)cc1
    -3 | -199 | 1.1 | 6 | 131 | -109 | 52 | -154 | i

Further records follow.
Screens in order: bovine MsrA act | MT1-MMP act inh | MsrA inh | Rin1 Abl inh | CendR NRP1 mod | E coli Lon inh | SKN-1 block | FAS-TE inh | Neddyl block
CCOc1cc(N2CCOCC2)c(OCC)cc1NC(=O)CN1C(=O)NC(C)(c2ccc(OC)cc2)C1=O (centres undefined)
    -2 | x | -0.1 | 2 | -5 | 2 | 1 | -4 | i
COc1ccc(CCN(C)CC(O)COc2c(C)ccc(C)c2C)cc1OC (centres undefined)
    -9 | 0 | 1.3 | 1 | -2 | -7 | -13 | -2 | i
COc1ccc2cc(C(=O)C3CCCN(Cc4cccc(C)n4)C3)ccc2c1 (centres undefined)
    -4 | 5 | 1.0 | -4 | 1 | -2 | 1 | 1 | x
COc1cccc(CN(C)CC(=O)Nc2cc(S(=O)(=O)N3CCCC3)ccc2Cl)c1OC
    -3 | -10 | 1.0 | 2 | 1 | -3 | 9 | 24 | i
Cc1nc2ccccc2c(=O)n1NC(=O)CCC(=O)O
    -1 | -4 | -0.8 | 1 | -5 | -9 | 6 | -1 | i
O=c1c2cc(N3CCOCC3)ccc2[nH]c(=S)n1CCc1ccccc1
    -8 | 1 | -0.3 | 0 | 0 | -2 | -5 | 12 | x
COc1cccc(N2CCN(C(=S)NCCc3ccccc3)CC2)c1
    -2 | 3 | 0.1 | 1 | -8 | -3 | -8 | 14 | i
COc1ccc(CCN2C(=S)NC3CC2(C)Oc2ccc([N+](=O)[O-])cc23)cc1OC (centres undefined)
    -15 | 7 | 0.1 | 3 | 1 | 1 | -6 | 18 | i
Cc1ccccc1C(=O)Nc1nnc(CC(=O)N/N=C/c2ccncc2)s1
    -1 | -3 | 0.0 | -1 | -120 | -63 | 11 | -6 | i
COCCn1nnnc1CN(Cc1cccnc1)Cc1cc2cc(OC)ccc2[nH]c1=O
    0 | 0 | 1.3 | 0 | 5 | 0 | -11 | -10 | +
CC(=O)NCCc1nc2ccccc2n1Cc1ccc(C)cc1
    -3 | 0 | -1.2 | 2 | 7 | -7 | -9 | -10 | i
CCOC(=O)c1cc(C#N)c(Oc2cccc(C(F)(F)F)c2)nc1-c1ccccc1
    -4 | -7 | -1.6 | -2 | 6 | -5 | 4 | 21 | i
O=C(c1cccs1)N1C[C@H](n2cc(C3CC3)nn2)[C@@H](O)C[C@@H]1c1ccccc1
    0 | 1 | -1.0 | -4 | 4 | 1 | 17 | -9 | i
COc1cc(C(=O)NCC(=O)OCC(=O)Nc2ncc(Cl)cc2Cl)cc(OC)c1OC
    -2 | 2 | -1.1 | 1 | -16 | 1 | 11 | 0 | i
COc1cccc(NC(=O)C2C3C=CC4(O3)C2C(=O)N(CCCN2CCCCC2)C4C(=O)NC2CCCCC2)c1 (centres undefined)
    -9 | -2 | -0.1 | -2 | 4 | -6 | 9 | 0 | i
CCN1CCN(CCCNC(=O)c2ccc3c(c2)N(Cc2ccccc2)CCS3)CC1
    -2 | 1 | 0.8 | -2 | 7 | 2 | -10 | -1 | i
COC(=O)N1CCN(c2ccc(Cl)c(Cl)c2)CC1
    -3 | -1 | x | -3 | -4 | 5 | 22 | 5 | i
O=C1C(=Cc2ccc(F)cc2)Cc2ccccc21
    -6 | -1 | 1.5 | 1 | 2 | -11 | 7 | 2 | i
Cc1ccccc1OCCC(=O)OCC(=O)c1c(N)n(CC(C)C)c(=O)n(C)c1=O
    -2 | 4 | -0.3 | 0 | 8 | -10 | -6 | 16 | i
Fc1ccc(C2=Nn3c(nnc3-c3n[nH]c4c3CCC4)SC2)cc1
    -2 | 22 | 2.3 | 1 | -3 | -3 | -5 | 4 | i

In the list so far, these have a COOH group:
Screens in order: bovine MsrA act | MT1-MMP act inh | MsrA inh | Rin1 Abl inh | CendR NRP1 mod | E coli Lon inh | SKN-1 block | FAS-TE inh | Neddyl block
Cc1ccc(N2C(=O)c3ccc(C(=O)O)cc3C2=O)c(C)c1
    -3 | -3 | -0.2 | -1 | 1 | -5 | 2 | -12 | i
Cc1nc2ccccc2c(=O)n1NC(=O)CCC(=O)O
    -1 | -4 | -0.8 | 1 | -5 | -9 | 6 | -1 | i

Next structures
Screens in order: bovine MsrA act | MT1-MMP act inh | MsrA inh | Rin1 Abl inh | CendR NRP1 mod | E coli Lon inh | SKN-1 block | FAS-TE inh | Neddyl block
COC(=O)c1[nH]c2ccc(Br)cc2c1NC(=O)Oc1ccccc1
    -3 | -3 | -0.3 | -6 | 2 | -15 | 7 | 12 | i
COc1ccc(C)cc1NC(=O)NCc1ccc(F)cc1
    -5 | 2 | 0.2 | 1 | 11 | 1 | 1 | -4 | i
COCc1cc(=O)[nH]c(-c2ccc(C(F)(F)F)cc2)n1
    -7 | -3 | 0.8 | 1 | 6 | 8 | 7 | -6 | i
CCOC(=O)c1cc(=O)cc(C(=O)OCC)o1
    2 | 7 | 0.8 | -1 | 2 | -8 | -5 | -9 | i
CNC(=O)c1cc(-c2ccc(Cl)cc2)n(-c2ccccc2)n1
    -1 | -2 | -1.7 | 1 | 0 | 2 | -2 | 1 | i

Compounds were not picked by outcome; about 4.2% have a hit in one of these screens.
